# High-throughput results (PubChem)
# MCF10A rereplic: induces DNA re-replication in MCF 10a normal breast cells | 350,000 compounds, 2.9% hits | MCF 10A DNA re-replication, Hoechst nuclear intensity, 48 h | Potency, µM (top dose mostly 46.1 µM), for inactives: at the top dose activity, positive = re-replication, usual class: activators; also: potency is read from the fitted curve at half-maximal effect; % of control where 0% means no effect; nearly all actives have a fitted effect of over 50% in size
# KB-V1 cytotox: kills drug-selected multidrug resistant KB-V1 cells | Potency, µM (series often up to 46.1 µM), without a hit: at the top dose activity change, negative = cytotoxicity, hits mostly cytotoxic | KB-V1 MDR cells viability, CellTiter-Glo, 72 h | 400,000 compounds, 3.4% hits; also: potency is read from the fitted curve at half-maximal effect; % is scaled to controls: 0 for no effect and ±100 for the full control effect; nearly all actives have a fitted effect of over 60% in size
#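 Compound-treated KB-V1 multidrug-resistant cells, 72 h, 37 degrees C; viability by CellTiter-Glo. Fitted qHTS curves give the values.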
# ATXN2 expr inh: ATXN2 expression inhibition; 360,000 compounds, 0.72% hits; Potency, µM (titrated, usually from 57 µM), inactives show at the highest dose activity change, negative = inhibition, actives largely listed as inhibitors; HEK-293 ATXN2-luciferase reporter, luminescence, 24 h; also: potency is read from the fitted curve at half-maximal effect; % is scaled to controls: 0 for no effect and ±100 for the full control effect; nearly all actives have a fitted effect of over 55% in size
#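 ATXN2-luciferase reporter cells (luciferase flanked by upstream and downstream ATXN2 gene portions) were treated 24 h at 37 °C with compounds at up to 57 uM. SteadyGlo luminescence gave expression; GF-AFC fluorescence gave viability.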
# KB-3-1 tox: KB-3-1 parental cell cytotoxicity | 400,000 compounds, 1.4% hits | KB-3-1 viability, CellTiter-Glo ATP luminescence, 72 h | Potency, µM (doses to about 46.1 µM), for the others: top-dose activity change, negative = cytotoxic, usual class: cytotoxic; also: potency is read from the fitted curve at half-maximal effect; % is scaled to controls: 0 for no effect and ±100 for the full control effect; nearly all actives have a fitted effect of over 60% in size
#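 Here the drug-naive KB-3-1 line serves as comparator for MDR sub-line selectivity; cells received compound titrations, 72 h at 37 °C, then CellTiter-Glo readout.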
# HT1080 IDH1KD tx: kills HT-1080 cells with IDH1 knockdown. AID 686971. HT-1080 IDH1 knockdown viability, ATP luminescence, 48 h. Potency, µM (doses to about 46.1 µM), for the others: at the highest dose activity, negative = toxicity, usual class: cytotoxic. 360,000 compounds, 2% hits;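 also: potency is read from the fitted curve at half-maximal effect; 0% = DMSO wells and -100% = cell-free medium wells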
#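 Assay cells: HT-1080 with IDH1 knockdown, 750 per well, RPMI/5% FBS. Exposure: 48 h at 37 °C following 2 h pre-incubation. Read: CellTiter-Glo luminescence; fitted concentration-response, curve class assigned.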
# IL-1B inflam inh: inflammasome signaling inhibition, IL-1 beta readout. 360,000 compounds, 4.7% hits. AID 743279. activity change, % at 57.5 µM. THP-1 LPS/ATP IL-1B secretion, AlphaLISA, 16 h; stronger effect = lower value; in the data active = activity change below about -50%; inconclusive = mostly about -30% to -49%; also: % is scaled to controls: 0 for no effect and ±100 for the full control effect
#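 THP-1 cells pretreated 1 hr with compounds (up to 57.5 uM final), then stimulated with LPS (250 ng/mL final) plus ATP (1.25 mM final); secreted IL-1B measured by AlphaLISA after 16 hr, decreased signal indicating inhibition.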
# ATXN viability: cell viability loss in ATXN counter-screen; S2 cells (HEK-293 line with an ATXN2-luciferase reporter) viability, CellTiter-Fluor protease fluorescence, 24 h; Potency, µM (highest dose often 56.7 µM), hits mostly cytotoxic; 400,000 compounds, 0.49% hits; AID 651635; also: potency is read from the fitted curve at half-maximal effect; nearly all actives have a fitted effect of over 40% in size
# HT1080NT lethal: kills 2HG-producing HT-1080-NT fibrosarcoma cells | HT-1080-NT fibrosarcoma viability, CellTiter-Glo ATP luminescence, 48 h | Potency, µM (top dose mostly 46.1 µM), without a hit: at the top dose activity, negative = less viability, most hits filed as cytotoxic | 360,000 compounds, 1.6% hits | AID 686970;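 also: NT is the 2HG producing partner of a matched IDH1 knockdown line; potency is read from the fitted curve at half-maximal effect; 0% = DMSO-treated cells and -100% = media-only wells without cells; nearly all actives have a fitted effect of over 55% in size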
#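 Luminescent CellTiter-Glo readout after 48 hours of compound exposure at 37 degrees C defined viability of HT-1080-NT cells. Activity was normalized to DMSO wells and cell-free media wells; concentration-response curves were fitted and assigned curve classes.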
# SW480 rerep: DNA re-replication induction in SW480 cells. 340,000 compounds, 1.8% hits. SW480 DNA re-replication, Hoechst DNA content imaging, 48 h. AID 624297. Potency, µM (titrated, usually from 46.1 µM), for inactives: at the top dose re-replication activation, most hits filed as activators; also: potency is read from the fitted curve at half-maximal effect; % of control where 0% means no effect; nearly all actives have a fitted effect of over 55% in size
#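 Treated cells incubate 48 hr (37 C, 5% CO2), are stained 40 min with Hoechst, and nuclear fluorescence is enumerated; a rise in nuclei with high DNA signal marks re-replication.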
# * marks the source's active call; other numbers are inactive results; i = inactive; ? = inconclusive; nt = not tested or not shown; & = joins results of further samples; [ ] = dose if it differs, or a comment. Unless noted, calls follow the shape of the dose curve; as a rule, active = well fitted curve in the direction sought with a large enough effect; inconclusive = small, poorly fitted or top-dose-only effect, or another doubt; inactive = no such curve, though single readings can be large; an effect the other way counts as inactive or inconclusive. Not a hit list; overall some 11% were active at least once.
SMILES,MCF10A rereplic,KB-V1 cytotox,ATXN2 expr inh,KB-3-1 tox,HT1080 IDH1KD tx,IL-1B inflam inh,ATXN viability,HT1080NT lethal,SW480 rerep
CN(C)/C=C(\C=O)c1onc(-c2ccccc2Cl)c1C#N,8%,?,-4%,-4%,-6%,4,i,4%,-2%
COc1cccc(N(C(=O)C2CSC(=O)C2)C(C(=O)NC(C)(C)C)c2ccncc2)c1 (stereo unspecified),-6%,-9%,nt,-6%,0%,-7,i,18%,-4%
CCOc1ccc(S(=O)(=O)N2CCC(C(=O)NC3CC3)CC2)cc1C,-7%,1%,-3%,0%,-12%,-7,i,12%,-45%[inhibitor]
C=CC[C@@H](CC(=O)N[C@H](CO)Cc1ccccc1)C(=O)NC[C@H](OC(=O)[C@@H](CC=C)Cc1ccc(F)cc1)c1ccccc1,0%,?,0%,-21%,-9%,-9,i,-21%,1%
Cc1cccc(Cl)c1OCCCn1ccnc1,9%,0%,nt,6%,-6%,-4,nt,-13%,-3%
CNC(=S)N/N=C/c1cccc(OCc2ccccc2F)c1,16%,?,17%,?,-15%,-6,i,?,-5%
CC(=O)NC(CC(=O)OCC(=O)N1CCN(S(=O)(=O)c2ccc(Cl)cc2)CC1)c1ccccc1 (stereo unspecified),0%,0%,-14%,-9%,-4%,12,i,-2%,-8%
Cc1c(CN2CCCCC2)c(O)n(CCO)c(=O)c1C#N,0%,8%,-17%,1%,2%,8,?,5%,-1%
C=CCNc1nc(C(=O)OCC(=O)Nc2ccccc2C(F)(F)F)cs1,-8%,?,16%,20%,10%,-3,i,6%[9.24 µM],-22%
Cn1cnnc1SCC(=O)Nc1cc(C(=O)O)cc(C(=O)O)c1,nt,16%,12%,14%,nt,nt,i,nt,nt
Cc1ccc(NC(=O)COc2ccc3c(c2)CCC3)nc1,7%,0%,-16%,-13%,-12%,-8,i,-18%,-4%
C=CCn1c(=O)c2ccccc2n2c(SCC(N)=O)nnc12,-11%,16%,-2%,-1%,12%,-6,i,6%,1%
CN1CCN(/C(=N\S(=O)(=O)c2ccc(F)cc2)c2ccccc2)CC1,-2%,14%,10%,4%,6%,-11,i,3%,1%
O=C(CCCN1C(=O)C(c2ccccc2)Oc2cccnc21)Nc1ccc(Br)cc1F (stereo unspecified),nt,0%,-8%,8%,nt,nt,i,nt,nt
CN(CC(=O)Nc1ccc(OC(F)(F)F)cc1)C(=O)c1ccc(N2CCCC2=O)cc1,12%,4%,-22%,-3%,5%,0,i,11%,-2%
COc1ccc(-c2cc(C(=O)Nc3ccccc3F)on2)cc1,-35%[inhibitor][9.22 µM],?,19%,-4%,11%,?,i,17%,-49%[inhibitor]
O=C(C1CCC(CNc2nc(=S)[nH]c3ccccc23)CC1)N1CCN(c2ccccn2)CC1 (stereo unspecified),6%,2.6µM*,-25%,-3%,4%,?,i,6%,2%
COc1ccc(-c2nnc(NC(=O)CSc3ccc(C)cc3)s2)cc1OC,-2%,0%,-6%,9%,8%,18,i,11%,-6%
Cc1onc(-c2ccccc2)c1C(=O)Nc1cccc(S(=O)(=O)N2CCCCC2)c1,4%,?,-14%,-1%,-1%,-14,i,8%,3%
CC1CCC(NC(=O)C2CCC(CNc3c(N4CCCCC4)c(=O)c3=O)CC2)CC1 (stereo unspecified),-2%,3%,13%,-16%,2%,-9,i,10%,-24%
O=[N+]([O-])c1ccc(N2CCN(Cc3ccc(Br)o3)CC2)cc1,16%,0%,-28%,7%,-11%,-28,?,-19%,0%
O=C1CN(C(=O)COC(=O)c2ccc([N+](=O)[O-])o2)c2ccccc2N1,?,?,-7%,-2%,-5%,2,i,-2%,5%
C[N+]1(CC(=O)OCCCc2ccccc2)CCCC1,9%,37%,-2%,-2%,6%,0,i,20%,-2%
O=C(Nc1ccnn1C1CCN(Cc2ccccc2F)CC1)C1CCCC1,-1%,nt,-2%,nt,1%,-13,i,5%,15%
Cn1cnnc1SCC(=O)N1N=C2/C(=C/c3ccco3)CCCC2C1c1ccco1 (stereo unspecified),-2%,-3%,-13%,0%,1%,-1,i,-8%,-1%
COc1cc(NC(=O)NNC(=O)c2cc3occc3n2C)cc(OC)c1OC,14%,9%,0%,5%,11%,0,i,10%,5%
Cc1ccc(NC(=O)c2ccc(CSc3ccccn3)cc2)c(O)c1,0%,-10%,-11%,2%,1%,-12,i,0%,3%
CCN(CC)S(=O)(=O)c1cccc(C(=O)N[C@H](C(=O)OCC(N)=O)C(C)C)c1,-5%,17%,-1%,-3%,-3%,44,i,-2%,-7%[9.22 µM]
CC(=O)N1CCN(S(=O)(=O)c2cccc(C(=O)N3CCN(S(=O)(=O)c4c(C)c(C)cc(C)c4C)CC3)c2)CC1,nt,5%,nt,-4%,-18%,-15,i,-15%,nt
COc1ccccc1CN1C(=O)C2CC=CCC2C1=O (stereo unspecified),4%,-4%,-1%,6%,-1%,-7,i,5%,-6%

# Some values from the entries so far:
# In ATXN2 expr inh, `O=C(Nc1ccnn1C1CCN(Cc2ccccc2F)CC1)C1CCCC1` shows -2%
# In HT1080NT lethal, `O=C(C1CCC(CNc2nc(=S)[nH]c3ccccc23)CC1)N1CCN(c2ccccn2)CC1` (stereo unspecified) shows 6%

# Filtered by structure: the entries above with a nitro group on carbon
SMILES,MCF10A rereplic,KB-V1 cytotox,ATXN2 expr inh,KB-3-1 tox,HT1080 IDH1KD tx,IL-1B inflam inh,ATXN viability,HT1080NT lethal,SW480 rerep
O=[N+]([O-])c1ccc(N2CCN(Cc3ccc(Br)o3)CC2)cc1,16%,0%,-28%,7%,-11%,-28,?,-19%,0%
O=C1CN(C(=O)COC(=O)c2ccc([N+](=O)[O-])o2)c2ccccc2N1,?,?,-7%,-2%,-5%,2,i,-2%,5%

# Carrying on.
SMILES,MCF10A rereplic,KB-V1 cytotox,ATXN2 expr inh,KB-3-1 tox,HT1080 IDH1KD tx,IL-1B inflam inh,ATXN viability,HT1080NT lethal,SW480 rerep
CN(C)CCCNc1oc(/C=C/c2cccs2)nc1S(=O)(=O)c1ccccc1,?,-6%,-22%,11%,-1%,-13,?,-11%,12µM*
Nc1c(C(O)(C(F)(F)F)C(F)(F)F)ccc2ccccc12,?,2%,-34%,0%,?,41,i,?,?
CC(=O)c1ccc(NC(=O)CN(C)S(=O)(=O)c2cccc3nsnc23)cc1,nt,-1%,10%,1%,nt,nt,i,nt,nt
CC(C)CC(NC(=O)C1CCC(C)CC1)C(=O)OCC(=O)c1ccc(Cl)cc1 (stereo unspecified),nt,-13%,-3%,8%,nt,nt,i,nt,nt
Cc1cccc(N(CC(=O)N(C)Cc2ccccc2)S(=O)(=O)c2ccccc2)c1C,nt,?,0%,-1%,nt,nt,i,nt,nt
Cc1n[nH]c(C)c1CCC(=O)N/N=C/c1cccc([N+](=O)[O-])c1,14%,11%,1%,7%,14%,-7,i,23%,-8%
Cc1onc(-c2c(F)cccc2Cl)c1-c1nnc(-c2cccc3ccccc23)o1,0%,?,-6%,13%,17%,1,i,0%,-2%
COc1cccc(-c2nn3c(-c4cc(C)[nH]n4)nnc3s2)c1,17%,?,-18%,2%&0%,-4%,nt,i,10%,0%
Cc1cnc(CNC(=O)c2csc([C@H]3C[C@H](O)[C@@H](CO)O3)n2)cn1,nt,17%,4%,0%,10%,14,i,10%,nt
CC1CCN(CC2CCN(C(=O)NCc3ccc(F)cc3)CC2)CC1,nt,17%,0%,4%,nt,nt,?,nt,nt
CCC(C)c1ccc(NC(=O)CSc2nncn2N)cc1 (stereo unspecified),20%,17%,23%,15%,-1%,-8,i,8%,-3%[9.22 µM]
CCn1c(SCC(=O)N/N=C/c2c[nH]c3ccccc23)nnc1-c1ccc(C)cc1,-3%,-8%,nt,-1%,-6%,3,i,-2%,-2%
N#Cc1ccc(COC(=O)CC(NC(N)=O)c2ccc(Cl)cc2)cc1 (stereo unspecified),2%,1%,0%,-4%,2%,18,i,3%,-1%
COc1ccccc1C(c1c(O)nc(SC)[nH]c1=O)c1c(O)nc(SC)[nH]c1=O,-1%,?,7%,10%,1%,-11,i,-2%,-133%
O=c1cc2[nH]c3ccccc3c(=O)n2nc1-c1ccccc1,-6%,16%,-15%,-3%,19%,-13,i,10%,-14%

# Some of the entries above, reformatted.
SMILES	MCF10A rereplic	KB-V1 cytotox	ATXN2 expr inh	KB-3-1 tox	HT1080 IDH1KD tx	IL-1B inflam inh	ATXN viability	HT1080NT lethal	SW480 rerep
Cn1cnnc1SCC(=O)Nc1cc(C(=O)O)cc(C(=O)O)c1	nt	16%	12%	14%	nt	nt	i	nt	nt
Cc1ccc(NC(=O)COc2ccc3c(c2)CCC3)nc1	7%	0%	-16%	-13%	-12%	-8	i	-18%	-4%
C=CCn1c(=O)c2ccccc2n2c(SCC(N)=O)nnc12	-11%	16%	-2%	-1%	12%	-6	i	6%	1%
